# Screens as filed in PubChem.
# Apoferritin bind: qHTS Assay for Identification of Novel General Anesthetics | AID 485281, 2010 | apoferritin/1-aminoanthracene competitive binding, fluorescence | Ferritin light chain (Equus caballus), P02791 | 350,000 tested, 0.074% active | Potency, µM (series often up to 77.5 µM), inactives show at the highest dose activity change, negative = displacement, actives largely listed as inhibitors; also: potency is read from the fitted curve at half-maximal effect; % is scaled to controls: 0 for no effect and ±100 for the full control effect; nearly all actives have a fitted effect of over 20% in size
# Target sequence (P02791 2-175 limits assumed): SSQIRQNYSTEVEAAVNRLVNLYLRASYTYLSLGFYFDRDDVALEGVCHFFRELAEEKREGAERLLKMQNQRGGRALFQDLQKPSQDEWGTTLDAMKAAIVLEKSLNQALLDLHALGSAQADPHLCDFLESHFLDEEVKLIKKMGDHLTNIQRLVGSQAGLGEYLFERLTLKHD
#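 Read-out: endpoint 1-AMA fluorescence, excitation 380 nm and emission 535 nm, after compounds sit 10 min at room temperature with 10 uM horse-spleen apoferritin in 50% saturated 1-AMA/PBS. Values come from four-parameter Hill fits.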
# LDHA inh: qHTS assay for inhibitors of human lactate dehydrogenase; L-lactate dehydrogenase A chain (Homo sapiens), P00338; purified LDHA, NADH/diaphorase-resazurin fluorescence; active compounds read low; activity change, % (values are at about 110 or 230 µM); 480,000 tested, 0.15% active; in the data active = activity change below about -30%; inconclusive = mostly about -25% to -30%;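 also: plate controls were DMSO wells for no effect and wells without enzyme for full effect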
#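 Human LDH5 (2 nM) was incubated with 0.06 mM NADH and 0.2 mM pyruvate for 5 min at room temperature in Tris pH 7.4. Remaining NADH was coupled through diaphorase/resazurin, and resorufin fluorescence was read at 0 and 20 min.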
# Pol iota inh: qHTS for Inhibitors of Polymerase Iota; DNA polymerase iota (Homo sapiens), Q9UNA4; 390,000 tested, 1% active; Pol iota fluorescent replication assay, 10 min; Potency, µM (top dose mostly 115 µM), without a hit: at the top dose activity, negative = inhibition, actives largely listed as inhibitors; also: potency is read from the fitted curve at half-maximal effect
#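 Fluorescent replication assay read twice, at 0 min and 10 min after adding 50 nM (final) substrate. Enzyme (10 nM) and compounds were first incubated 15 min at room temperature; enzyme-free buffer wells were negative controls.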
# POLH inh: qHTS for Inhibitors of Polymerase Eta; Potency, µM (doses to about 114 µM), without a hit: at the top dose activity change, negative = inhibition, actives largely listed as inhibitors; AID 588591, 2011; 390,000 tested, 1.2% active; DNA polymerase eta (Homo sapiens), Q9Y253; recombinant Pol eta, fluorescent DNA replication assay; also: potency is read from the fitted curve at half-maximal effect; % is scaled to controls: 0 for no effect and ±100 for the full control effect
# Target sequence (Q9Y253 whole entry, looked up): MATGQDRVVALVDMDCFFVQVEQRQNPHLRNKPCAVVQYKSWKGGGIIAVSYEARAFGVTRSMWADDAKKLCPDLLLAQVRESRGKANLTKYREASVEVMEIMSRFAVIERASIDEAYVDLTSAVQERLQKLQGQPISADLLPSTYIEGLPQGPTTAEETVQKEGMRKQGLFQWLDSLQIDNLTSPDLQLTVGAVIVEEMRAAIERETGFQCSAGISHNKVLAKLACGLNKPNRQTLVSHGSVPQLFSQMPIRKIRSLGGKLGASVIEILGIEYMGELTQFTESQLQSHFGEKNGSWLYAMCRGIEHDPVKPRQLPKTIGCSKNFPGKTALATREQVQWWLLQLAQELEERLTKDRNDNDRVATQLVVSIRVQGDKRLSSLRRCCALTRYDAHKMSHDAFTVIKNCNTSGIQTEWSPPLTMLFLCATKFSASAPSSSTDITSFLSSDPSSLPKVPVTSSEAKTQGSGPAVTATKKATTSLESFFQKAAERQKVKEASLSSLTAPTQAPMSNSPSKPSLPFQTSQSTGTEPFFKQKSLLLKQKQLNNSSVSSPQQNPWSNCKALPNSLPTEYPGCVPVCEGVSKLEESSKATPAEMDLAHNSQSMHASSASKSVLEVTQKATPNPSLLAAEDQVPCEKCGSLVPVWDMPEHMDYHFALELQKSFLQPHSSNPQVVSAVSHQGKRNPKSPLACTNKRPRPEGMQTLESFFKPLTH
#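 Pol eta (10 nM) was preincubated with compounds for 15 min at room temperature, after which fluorescent replication substrate (50 nM final) was added to start the reaction. Fluorescence was read kinetically at 0 and 10 min.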
# APE1 inh: qHTS Assay for Inhibitors of the Human Apurinic/apyrimidinic Endonuclease 1 (APE1) | DNA repair nuclease/redox regulator APEX1 (Homo sapiens), P27695 | recombinant APE1, TAMRA/BHQ-2 abasic DNA cleavage fluorescence | Potency, µM (doses to about 65.8 µM), inactives show at the top dose activity change, negative = inhibition, usual class: inhibitors | 350,000 tested, 0.35% active | AID 2517, 2012;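 also: potency is read from the fitted curve at half-maximal effect; plate controls were vehicle for no effect and reference inhibitor for full effect; nearly all actives have a fitted effect of over 55% in size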
#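 0.75 nM APE1 + cpd, 15 min RT; start w/ 50 nM TAMRA/BHQ-2 THF-abasic dsDNA; kinetic fluor 525/598 nm ×3 reads @60 s; Δ(read3−read1); normalized to DMSO and NSC13755 control wells.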
# GRP78 ERSR act: qHTS for Inducers of the Endoplasmic Reticulum Stress Response (ERSR) in Human Glioma: qHTS; U87-MG GRP78 promoter luciferase reporter, 16 h; Potency, µM, for inactives: top-dose activation, hits mostly activators; 420,000 tested, 0.02% active; AID 602332, 2012; also: potency is read from the fitted curve at half-maximal effect; series mostly up to about 76 µM; % of control where 0% means no effect; nearly all actives have a fitted effect of over 35% in size
#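 Stably transfected U87-MG glioma cells carrying a GRP78-based luciferase sensor; 16 h compound incubation. Luminescence end-point read 10 min after Bright-Glo addition at room temperature.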
# Pol beta inh: qHTS Assay for Inhibitors of DNA Polymerase Beta. AID 485314, 2010. Potency, µM (series often up to 114 µM), without a hit: top-dose activity change, negative = inhibition, usual class: inhibitors. 340,000 tested, 1.3% active. Pol beta primer extension/strand displacement, fluorescence kinetic. P06746; also: potency is read from the fitted curve at half-maximal effect; % is scaled to controls: 0 for no effect and ±100 for the full control effect
#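 Homogeneous kinetic assay of primer extension and strand displacement by 10 nM Pol beta, preincubated 15 min at room temperature with compound before 50 nM substrate (final) was added. Read at 0 and 10 min; four-parameter Hill fit.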
# POLK inh: qHTS for Inhibitors of Polymerase Kappa; purified Pol kappa, fluorescent DNA synthesis assay, 10 min; Potency, µM (series often up to 107 µM), for the others: at the highest dose activity, negative = inhibition, usual class: inhibitors; 400,000 tested, 0.53% active; also: potency is read from the fitted curve at half-maximal effect; % is scaled to controls: 0 for no effect and ±100 for the full control effect
#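 Kinetic fluorescence screen: compound preincubated 15 min RT with 10 nM enzyme; 50 nM substrate (final) initiates; reads at 0/10 min.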
# BLM inh: qHTS Assay for Inhibitors of Bloom's syndrome helicase (BLM); recombinant BLM DNA unwinding, fluorescence dequenching; 350,000 tested, 0.2% active; Potency, µM (highest dose often 56.1 µM), without a hit: at the top dose activity change, negative = inhibition, hits mostly inhibitors; RecQ-like DNA helicase BLM (Homo sapiens), P54132;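 also: potency is read from the fitted curve at half-maximal effect; plate controls were vehicle for no effect and no enzyme for full effect; nearly all actives have a fitted effect of over 35% in size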
# Numbers without * were called inactive; ? = inconclusive; . = no result given; & = joins results of further samples; [ ] = dose if it differs, or a comment. Unless noted, calls follow the shape of the dose curve; as a rule, active = well fitted curve in the direction sought with a large enough effect; inconclusive = small, poorly fitted or top-dose-only effect, or another doubt; inactive = no such curve, though single readings can be large; an effect the other way counts as inactive or inconclusive.
SMILES,Apoferritin bind,LDHA inh,Pol iota inh,POLH inh,APE1 inh,GRP78 ERSR act,Pol beta inh,POLK inh,BLM inh
Cc1ccccc1Cn1nc(C)c(NC(=O)c2nc3n(n2)C(C(F)F)CC(C)N3)c1C (stereo not given),-5%,-3,1%,0%,-2%,-4%,8%,5%,-1%
Cc1occc1-c1nnc(SCC(=O)N2CCc3ccccc32)o1,1%,-2&0,16%,-11%,11%,0%,11%,3%,-8%
CN(C)c1ccc(CNC(=O)C2CCCN(S(=O)(=O)c3ccc4c(ccn4C)c3)C2)cc1 (stereo not given),21%,2,25%,-22%,.,-3%,-27%,-3%[60.1 µM],-1%
O=C(CCCC(=O)N(c1ccc2c(c1)OCCO2)C(C(=O)NC1CCCCC1)c1ccc(F)cc1)Nc1ccccn1 (stereo not given),-7%,-5,-3%,-5%,-5%,7%,37%,-11%[60.1 µM],-7%
COc1ccc([C@H]2CC(=O)C=C(c3ccc4ccccc4c3)C2)cc1OC,.,-10,42%[activator],?,1%,-3%,.,-11%,.
COc1ccc(CCN(C)CCCN2CCc3cc(OC)c(OC)cc3CC2=O)cc1OC,2%&-13%,.,.,.,-3%&-5%,-3%&-4%,.,-11%[60.1 µM],-10%&5%
COc1cccc2c(=O)cc(C)n(CC(=O)Nc3ccccc3C)c12,-15%,-4,5%,5%,4%,-1%,3%,-23%,-4%
Cc1ccc(NC(=O)N2CCCc3ccccc32)cc1,-13%,-6,197%[activator],-11%,1%,6%,0%,-16%,-3%
COCCCNC(=O)c1ccc(S(=O)(=O)c2ccc(C)cc2)c(NC(C)=O)c1,-6%,-4,17%,5%,0%,-1%,12%,-4%[60.1 µM],-2%
O=C(Nc1cc(Cl)ccc1-n1cncn1)c1ccccc1OC(F)F,.,-7,-15%,-5%,-8%,1%,.,-9%,.
Cc1ccc(OCCCn2cc(C#N)c3ccccc32)cc1,11%,-2,15%,-25%,-4%,-1%,-4%,0%,-11%
Cc1ccc(N2CC(C(=O)NCCS(=O)(=O)N3CCN(c4ccc(F)cc4)CC3)CC2=O)cc1 (stereo not given),1%&3%,-2&-18,35%&30%[activator],-14%&-16%,7%,-3%&-1%,-1%&-1%,3%,0%&-3%
Cc1ccccc1OCc1ccc(-c2nc(C#N)c(NCCCN(C)C)o2)o1,?,-12,-2%,-23%,.,0%,-3%,-4%,1%
COC(=O)Nc1nc2ccc(C(=O)c3ccc(F)cc3)cc2[nH]1,0%,.,.,.,-2%,.,4%,.,-9%
O=C(CN(c1cccc([N+](=O)[O-])c1)S(=O)(=O)c1ccccc1)N(Cc1ccccc1)Cc1ccccc1,-7%,-7,177%[activator],-26%,1%,-2%,46%,-16%,0%
C=CCNc1c2c(nc3nnnn13)CCCC2,-2%,-4,124%[activator],-12%,16%,-4%,44%[activator],3%,-1%
Cc1ccc(C(=O)Nc2ccc(-c3csc(C)n3)cc2)cc1,-15%,-7,110%[activator],12%,-8%,-2%,2%,-13%,-1%
O=C1C(Cc2ccccc2)Nc2ncnc(N3CCN(c4ccccc4)CC3)c2N1Cc1ccc(Br)cc1 (stereo not given),.,-2&-4,-15%,-11%,-11%,0%&-2%,.,-17%,.
CCOc1ccc(NC(=O)CNC(=O)COc2ccccc2)cc1,-12%,-6,2%,-19%,4%,-1%,0%[57.1 µM],-11%,2%
Cn1c(SCC(=O)Nc2ccc(F)cc2)nnc1C1CC1,0%,-2,54%[activator],-23%,2%,0%,7%,9%,0%
COc1ccc(CC(=O)NCc2nnc(SCC(=O)Nc3cccc(F)c3)n2C)cc1,-8%,-9,135%[activator],4%,5%,4%,9%,-2%,-5%
CCCCN(C(=O)c1ccc(S(=O)(=O)N(C)C)cc1)c1ccccc1,-8%,-4,-3%,-3%,6%,-1%,-1%,-3%,-6%
NS(=O)(=O)c1ccc(CCNC(=O)c2ccc(OCC3CCCO3)cc2)cc1 (stereo not given),6%,-4,-12%,1%,-17%,-4%,42%,-2%,-6%
COc1ccc(CNc2ccc(N3CCN(C(C)=O)CC3)cc2)cc1OC,.,7&15,85%[activator],-21%,.,-4%,.,-1%,.
Cn1cncc1C#Cc1ccc2cc(C3(O)CCCCC3)oc(=O)c2c1,.,-10,3%,5%,4%,-3%,.,-9%,.
O=C(CCN1C(=O)c2ccccc2C1=O)Nc1ccc(-c2cn3ccsc3n2)cc1,-15%,-2,4%,-4%,11%,-8%,-3%,-8%,-6%
C=CCN(CC(=O)NC1CCCC1)C(=O)C(=O)Nc1ccc2c(c1)OCCO2,-4%,-5,66%[activator],-5%,7%,-2%,6%,-7%,-3%
O=C1CC2(CCCCC2)Oc2ccc(F)cc21,.,4,44%,-19%,.,-1%,.,3%,.
Cc1ccc(CN2CCN(CC(=O)O)C2=O)cc1,-1%,-12,113%[activator],-15%,-2%,-3%,10%,-4%,3%
COc1ccc(CNC(=O)c2cccc(S(=O)(=O)N3CCN(c4ccc(F)cc4)CC3)c2)cc1,.,-5,41%[activator],-4%,34%,-2%,.,-12%,.
CN1C(=O)N(C)C2(CC1(C)C)CC(C)(C)N(C)C(=O)N2C,-8%,-8,5%,-10%,-5%,-5%,-1%,0%,1%
Cc1nc(N)nc(N/N=C/c2c(F)cccc2Cl)n1,-2%,-1,179%[activator],-13%,12%,6%,3%,2%,-2%
Cc1ccc(OCc2cc(C(=O)Nc3ccccc3)oc2C)cc1,-3%,-2,?,-18%,16%,9%,8%,1%,0%
COc1ccccc1OCc1cc(C(=O)N2CC3C[C@@H]4CC2C[C@H](C3)C4)no1,?,-2,1%,1%,6%,9%,24%,1%,-4%
COc1ccccc1OCC(=O)Nc1c2c(nn1-c1ccc(C)cc1)CS(=O)(=O)C2,.,7,46%[activator],-20%,1%,-5%,.,-1%,.
CN(C(=O)CSc1nnc(NC(=O)Nc2ccccc2)s1)c1ccccc1,-20%,-6,8%,-5%,.,-1%,-3%,-11%[60.1 µM],0%
O=C(Cc1ccc2c(c1)OCCO2)N1CCN(S(=O)(=O)c2cccc(Cl)c2Cl)CC1,1%,2,22%,-15%,-5%,-6%,-14%,-2%,-1%
COc1ccccc1Nc1nc(NCCO)nc(N2CCCC2)n1,.,-2,26%,-27%,.,0%,.,2%,.
COc1cc(CC(=O)N(C)CC(=O)Nc2cc(C)ccc2C)cc(OC)c1OC,3%,-6,141%[activator],-24%,41%,-6%,-9%,0%,-1%
COc1ccccc1NC(=O)O/N=C(\N)c1ccccc1,0%,1,30%,?,-4%,0%,10%,-3%,1%
COc1ccccc1NC(=O)c1ccccc1NC(=O)c1cc(Cl)ccc1NC(=O)c1ccco1,-16%,6,0%,-4%,-8%,-4%,?,-11%,-7%
Cc1ccccc1OCC(=O)Nc1nnc(SCc2cc(=O)n3cccc(C)c3n2)s1,-1%,-6,-3%,3%,.,-1%,2%,-7%[60.1 µM],0%
CC(=O)N1c2c(cc(Br)cc2S(=O)(=O)N2CCN(c3cccc(Cl)c3)CC2)CC1C (stereo not given),73%[activator],-19,?,-5%,.,-1%,16%,-7%,-10%
COc1ccc(C(=O)c2ccccc2Cl)cc1,?,2,11%,-13%,11%,4%,-1%,-8%,-1%
COc1ccc(C(=O)NC(=S)N2CCC(C)CC2)cc1Br,-21%,0,14%,-10%,36%,11%,0%,3%,-6%
CC(C)c1ncc(S(=O)(=O)c2ccc(C(F)(F)F)cn2)c(N)n1,-6%,-3,30%[activator],-18%,0%,-3%,?,-5%,-6%
CC(=O)OCC(NC(=O)C(Cc1ccccc1)NC(=O)OC(C)(C)C)C1OC(n2cc(C)c(=O)[nH]c2=O)C(OC(C)=O)C1OC(C)=O (stereo not given),-1%,.,9%,.,6%,2%,.,-19%,-14%
Cc1ccc(CN2COc3ccc4c(-c5ccccc5)cc(=O)oc4c3C2)cc1,165%[activator],-8,17%,0%,.,-5%,1%,17%,-10%
O=C(NNC1CC(=O)N(c2ccccc2)C1=O)c1cccnc1 (stereo not given),-5%,-4,42%[activator],?,-4%,-4%,0%,3%,-4%
N=c1n(CCN2CCCCC2)c2ccccc2n1CC(O)COc1ccccc1 (stereo not given),-14%,-1&2,-4%&-9%,-24%&-24%,-2%,-7%&-10%,35%,-3%&0%,-5%&3%
Cc1ccc(C)c(NC(=O)CSc2nc(-c3ccccc3)c(C#N)c(=O)[nH]2)c1,-16%,-7,?,-2%,.,-4%,56µM*,-7%,-1%
COc1ccc(/C=C2\N=C(SC)N(C)C2=O)cc1,?,0,20%,-18%,0%,3%,21%,-2%,1%
Cc1ccccc1CNS(=O)(=O)c1c(C(=O)N2CCCCC2)c(C)n(C)c1C,-7%,-2,10%,-6%,4%,-6%,35%,0%,0%
CCCNc1ncnc2c1cnn2-c1ccc(OC)cc1,-5%,.,.,.,?,.,-20%,.,-7%
c1ccc(NCc2nc(-c3ccccc3)no2)cc1,-15%,1,-5%,-14%,-2%,6%,-24%,-5%,-8%

# Some of these compounds in order of the Apoferritin bind value, low to high:
molecule | Apoferritin bind | LDHA inh | Pol iota inh | POLH inh | GRP78 ERSR act | Pol beta inh | POLK inh | BLM inh
Cc1ccccc1CNS(=O)(=O)c1c(C(=O)N2CCCCC2)c(C)n(C)c1C | -7% | -2 | 10% | -6% | -6% | 35% | 0% | 0%
Cc1nc(N)nc(N/N=C/c2c(F)cccc2Cl)n1 | -2% | -1 | 179%[activator] | -13% | 6% | 3% | 2% | -2%
O=C(Cc1ccc2c(c1)OCCO2)N1CCN(S(=O)(=O)c2cccc(Cl)c2Cl)CC1 | 1% | 2 | 22% | -15% | -6% | -14% | -2% | -1%

# Not all compounds are listed; count on the stated rates, not on these rows.
